SUMO1 PPI mod – SUMO1-SIM interaction modulation | P63165 | SUMO1 binding to a labelled peptide, TR-FRET, 1 h | inhibition, % at 20 µM | actives 0.33% (n = 360,000) | AID 602429; in the data active = inhibition above about 37%
Target sequence (P63165 whole entry, looked up): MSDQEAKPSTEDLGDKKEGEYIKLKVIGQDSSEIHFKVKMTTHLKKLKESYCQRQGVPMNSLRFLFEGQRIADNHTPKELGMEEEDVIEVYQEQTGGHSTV
DNMT1 inh – DNMT1 (human) enzyme inhibition; inhibition (reported as % activation of signal), % at 10 µM; actives 0.83% (n = 360,000); DNMT1 molecular beacon, Hinp1I cleavage, fluorescence; P26358; in the data active = inhibition above about 50%
Scp1 inh – Scp-1 (human) phosphatase inhibition; Q9GZU7; Recombinant Scp1, phosphopeptide, malachite green phosphate absorbance; inhibition, % at 20 µM; actives 0.88% (n = 340,000);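 active = inhibition above about 50% at 20 µM, limit read from the data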;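 note: plate controls were DMSO wells with enzyme for no effect and wells lacking enzyme for full effect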
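System: SCP-1 catalytic domain; Reagent: Phospho 17-mer peptide substrate; Doses: one concentration, 20 µM, with 1.0% DMSO; Incubation: 45 min room-temperature reaction, 5 min colour, 30 min stabiliser; Signal: Phosphate-binding colour reagent, absorbance read at 630 nm.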
NadD inh – blocks S. aureus nicotinate mononucleotide adenylyltransferase. AID 602399. purified NadD enzyme, colorimetric absorbance read-out. inhibition, % at 20 µM. actives 0.78% (n = 360,000); in the data active = inhibition above about 26%; note: some compounds past the cut are filed as inactive
SKN-1 block – C. elegans SKN-1 inhibition; C. elegans VP596 Pgst-4::GFP/RFP ratio, acrylamide-induced, 24 h; inhibition, % at 21.8 µM; actives 0.49% (n = 360,000);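 active = interference check ratio from 0.5 to 1.5 plus GFP to RFP signal ratio inhibition reaching or exceeding a fixed threshold, cut at about 30% in these data, passing the limit was not always enough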; note: some compounds called inactive have numbers as strong as hits
STEP block – STEP (human) phosphatase inhibition | inhibition, % at 20 µM | P54829 | actives 0.25% (n = 360,000) | recombinant STEP, OMFP fluorogenic substrate, fluorescence | AID 588621;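 active = inhibition at 20 µM, scaled per plate between control wells, above about 37%, limit read from the data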;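 note: 0% = DMSO with enzyme and substrate and 100% = substrate only without enzyme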
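material = STEP tyrosine phosphatase | reagent = fluorogenic phosphatase substrate OMFP at 25 µM final | doses = single compound dose of 20 µM, 1% DMSO final | schedule = 20 min reaction, room temperature, in the dark | measured by = fluorescence, 480/540 nm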
MT1-MMP act inh – MT1-MMP (human) activation inhibition. GFP/RFP ratio change, % at 20 µM. actives 0.061% (n = 360,000). HT1080 RFP-PRO-GFP cells, GFP/RFP ratio fluorescence, overnight; percent of plate control window, DMSO zero. AID 651647. P50281;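 active = GFP/RFP ratio change of at least 30% with cell ATP level not reduced by more than half and red fluorescence within 50% of control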; note: strong numbers were not always called active
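Test system: HT1080 cells expressing an RFP-PRO-GFP fluorescent reporter construct / Compound dosing: single-point 20 µM compound, 1% DMSO / Schedule: cells overnight before dosing, compound overnight, 37 °C, 5% CO2 / Evaluation: GFP/RFP fluorescence ratio / Control set: DMSO and RFP-L50D-GFP cell wells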
LMPTP block – blocks human LMPTP phosphatase. inhibition, % at 20 µM. actives 0.22% (n = 360,000). recombinant LMPTP-A, OMFP fluorogenic substrate, fluorescence intensity;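 active = compounds that cut the enzyme signal by at least half of the control window in the single-dose screen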;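 note: plate controls were DMSO wells with enzyme plus substrate for no effect and substrate without enzyme for full effect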
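material = LMPTP-A | quantity = 0.625 nM enzyme | reagent = OMFP substrate, 400 µM final | buffer or medium = Bis-Tris pH 6.0, DTT, detergent | detection = endpoint fluorescence intensity from OMFP dephosphorylation | dosing = single 20 µM dose | read-out basis = % inhibition relative to no-enzyme and uninhibited control wells | control set = no-enzyme and uninhibited controls | timing = 50 min at room temperature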
Rpn11 block – Rpn11 (human) deubiquitinase inhibition; O00487; human 26S proteasome, Ub4-pepOG fluorescence polarization; 20S core pre-blocked with epoxomicin; calls only at 20 µM; actives 0.59% (n = 360,000);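 active = inhibition at 20 µM, scaled to each plate's controls, above about 33%, limit read from the data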
NRP1-CendR mod – modulators of CendR peptide binding to human neuropilin-1. actives 0.85% (n = 360,000). inhibition, % at 25 µM. FAM-RPARPAR peptide binding to NRP-1, fluorescence polarization;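 active = inhibition or corrected inhibition above about 18%, plus a signal ratio from 0.5 to 1.5, limit read from the data, passing the limit was not always enough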; note: strong numbers were not always called active
Target sequence (O14786 whole entry, looked up): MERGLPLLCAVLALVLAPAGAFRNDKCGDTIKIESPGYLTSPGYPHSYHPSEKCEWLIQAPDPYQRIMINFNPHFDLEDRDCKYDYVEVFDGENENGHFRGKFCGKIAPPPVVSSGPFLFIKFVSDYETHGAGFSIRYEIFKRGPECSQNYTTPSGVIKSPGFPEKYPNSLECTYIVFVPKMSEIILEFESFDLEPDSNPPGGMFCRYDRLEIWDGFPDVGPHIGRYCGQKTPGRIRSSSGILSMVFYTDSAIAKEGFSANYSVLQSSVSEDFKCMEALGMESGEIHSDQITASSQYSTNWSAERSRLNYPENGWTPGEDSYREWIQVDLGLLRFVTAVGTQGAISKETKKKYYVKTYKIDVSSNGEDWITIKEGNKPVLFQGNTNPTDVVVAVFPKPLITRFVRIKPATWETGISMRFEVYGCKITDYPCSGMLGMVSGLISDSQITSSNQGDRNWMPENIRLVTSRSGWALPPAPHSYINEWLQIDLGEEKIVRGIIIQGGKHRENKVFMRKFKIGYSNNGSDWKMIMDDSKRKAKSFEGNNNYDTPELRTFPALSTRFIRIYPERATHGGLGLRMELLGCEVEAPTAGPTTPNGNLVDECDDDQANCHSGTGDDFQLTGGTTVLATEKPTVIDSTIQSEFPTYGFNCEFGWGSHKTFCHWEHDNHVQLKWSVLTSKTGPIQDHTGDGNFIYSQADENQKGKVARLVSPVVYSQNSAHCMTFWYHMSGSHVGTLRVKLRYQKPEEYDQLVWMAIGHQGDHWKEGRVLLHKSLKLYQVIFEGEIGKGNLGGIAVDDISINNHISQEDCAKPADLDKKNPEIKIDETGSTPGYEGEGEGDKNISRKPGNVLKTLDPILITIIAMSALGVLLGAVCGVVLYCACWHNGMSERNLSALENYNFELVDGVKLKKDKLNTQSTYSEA
Starred values were filed as active, the others as inactive; i = inactive; · = not tested or not shown.

SMILES	SUMO1 PPI mod	DNMT1 inh	Scp1 inh	NadD inh	SKN-1 block	STEP block	MT1-MMP act inh	LMPTP block	Rpn11 block	NRP1-CendR mod
COc1ccc(OCC(=O)NC(CC(=O)O)c2ccc(OC)c(OC)c2)cc1 (stereo not drawn)	0	4	-1	1	3	1	1	0.7	i	-2
C/C(NC(=O)c1cccs1)=C1\C(=O)C[C@@H]2[C@H]1C2(C)C	-11	0	-2	-5	9	7	-3	1.0	i	5
COCCCNC(=O)C(=O)C1C(=O)Nc2ccccc21 (stereo not drawn)	0	2	-6	-4	4	-2	0	-0.9	i	-6
CC(=O)Nc1ccc(NC(=O)C(C)OC(=O)/C=C/c2cnc3ccccc3n2)cc1 (stereo not drawn)	-13	0	-4	-4	6	2	-3	-0.8	i	-5
Cc1cccc(N2C(=O)CC(Cn3nc(C)cc3C)C2=O)c1 (stereo not drawn)	1	-4	-2	1	-7	0	-1	-0.7	i	-7
CCn1c(C)nc2cc(C(=O)NNC(=S)NC(=O)c3ccc(OC)cc3)ccc21	4	-1	-1	9	-1	0	6	-1.5	i	2
Cn1nc(C(C)(C)C)cc1NC(=O)C1(C)CCN1C(=O)C1(c2ccccc2)CCCC1 (stereo not drawn)	1	-5	·	-1	8	1	0	0.2	i	3
Cc1ccc2oc(-c3ccc(C)c(NC(=S)NC(=O)c4cccs4)c3)nc2c1	2	51*	-2	-1	1	2	-2	-0.5	i	-8
O=C(c1cc(-c2ccco2)on1)N1CCN(c2ccccc2)CC1	6	-2	6	5	20	-4	1	1.6	i	1
COc1ccc(CCc2nnc(CCC(=O)NCc3ccc4ncccc4c3)o2)cc1	2	3	-1	11	6	1	-1	0.5	i	8
CCN(CC(=O)NCc1ccc(Cl)cc1)CC(=O)Nc1ccc(C(N)=O)cc1	1	1	-7	-2	14	-2	6	-0.3	i	-10
COc1ccc(CNC(=O)C2CCN(C(=O)c3ccco3)CC2)cc1	2	0	-1	-14	15	0	-2	0.0	i	-1
Cc1oc(C(C)(C)C)c(CN2CCCC2)c1C(=O)O	-5	-2	-1	-6	1	1	-1	-0.2	i	10
O=C(NC(=S)Nc1cc([N+](=O)[O-])ccc1Cl)c1ccccc1	-5	3	5	0	19	-2	-7	-1.5	i	1
CN1CC(=O)N2[C@H]3c4ccccc4OC[C@@H]3[C@H](c3ccccc3)[C@]2(C)C1=O	10	-3	2	-4	5	-4	0	-2.1	i	1
O=C(OCc1ccccc1)N1CCC2CC1c1ccc(-c3cccc(F)c3)cc12 (stereo not drawn)	3	-5	·	0	8	2	0	3.0	i	17
CCOC(=O)C1CSC(CC(=O)Nc2ccc(OCC)cc2)C(=O)N1 (stereo not drawn)	-1	2	1	15	11	-2	8	-0.6	i	3
Cc1nnnn1/C(=C\c1ccccc1)C(=O)OCC(=O)NC1CCCCC1	2	3	4	2	-5	-1	-7	-1.0	i	9
CCN(CC)c1ncnc2c1ncn2[C@H]1CN(C2CCCC2)C[C@@H](CO)O1	4	7	·	-1	-4	2	-5	-1.5	i	-13
CN1CCN(C(=O)CCNC(=O)Cn2ccc3ccccc3c2=O)CC1	0	0	2	1	5	-1	0	0.4	i	-1

Shown with values ahead of the structure: 6 of the compounds above
SUMO1 PPI mod	DNMT1 inh	Scp1 inh	NadD inh	SKN-1 block	STEP block	MT1-MMP act inh	LMPTP block	Rpn11 block	NRP1-CendR mod	SMILES
-1	2	1	15	11	-2	8	-0.6	i	3	CCOC(=O)C1CSC(CC(=O)Nc2ccc(OCC)cc2)C(=O)N1 (stereo not drawn)
0	4	-1	1	3	1	1	0.7	i	-2	COc1ccc(OCC(=O)NC(CC(=O)O)c2ccc(OC)c(OC)c2)cc1 (stereo not drawn)
-13	0	-4	-4	6	2	-3	-0.8	i	-5	CC(=O)Nc1ccc(NC(=O)C(C)OC(=O)/C=C/c2cnc3ccccc3n2)cc1 (stereo not drawn)
1	1	-7	-2	14	-2	6	-0.3	i	-10	CCN(CC(=O)NCc1ccc(Cl)cc1)CC(=O)Nc1ccc(C(N)=O)cc1
2	3	4	2	-5	-1	-7	-1.0	i	9	Cc1nnnn1/C(=C\c1ccccc1)C(=O)OCC(=O)NC1CCCCC1
0	2	-6	-4	4	-2	0	-0.9	i	-6	COCCCNC(=O)C(=O)C1C(=O)Nc2ccccc21 (stereo not drawn)

Continuation:
SMILES	SUMO1 PPI mod	DNMT1 inh	Scp1 inh	NadD inh	SKN-1 block	STEP block	MT1-MMP act inh	LMPTP block	Rpn11 block	NRP1-CendR mod
CSc1nc(N)nc2c1ncn2CC(=O)Nc1ccc(C)c(C)c1	0	5	-12	2	-6	0	-4	-1.0	i	2
O=C1NC(=S)N/C1=C\c1ccccc1OCc1ccc(C(=O)O)cc1	-8	3	3	-3	-6	3	0	0.4	i	-18
CCN(CC)CCN(C(=O)c1ccc(C(=O)c2ccccc2)cc1)c1nc2c(OC)cccc2s1	1	-2	3	-2	6	-4	-3	-0.3	i	6
CCN(CC)C(=O)c1ccc(-c2nnc(OC)c3ccccc23)cc1	7	1	0	-1	-14	1	-2	4.5	i	-4
CCOc1ccccc1NC(=O)CSc1nnnn1-c1ccc(C(=O)OC)cc1	3	2	3	-6	-4	3	3	-0.5	i	11
COc1ccc(-c2csc(NC(=O)c3cccc(N4C(=O)CCC4=O)c3)n2)cc1C	-12	-16	-5	-4	13	-2	3	4.8	i	8
COc1c(C)cc(C(=O)C2CCCN(C(=O)Cn3nc(C)nc3C)C2)cc1C (stereo not drawn)	-3	1	-8	0	10	-2	-6	-0.3	i	-1
CCC(=NCCc1ccc(OC)c(OC)c1)C1=C(O)CC(C)(C)CC1=O	5	0	-5	-4	3	-4	0	1.0	i	0
CN(C(=O)COC(=O)c1ccc(Cl)nc1)c1c(N)n(Cc2ccccc2)c(=O)[nH]c1=O	-3	1	0	-5	6	-2	1	-1.2	i	-10
COC(=O)CSc1nc2c(cnn2-c2ccc(Cl)cc2)c(=O)[nH]1	-6	1	-4	0	1	1	6	-1.6	i	24
CCOC(=O)C1=CN(Cc2cccc(F)c2)S(=O)(=O)N(C)C1c1ccccc1 (stereo not drawn)	5	4	-14	-9	13	0	-2	1.2	i	-13
Cc1ccc(F)cc1C(=O)N1CCCCC1c1cc(C(=O)NC(C)C)no1 (stereo not drawn)	2	3	·	0	-14	-1	0	-0.7	i	-7
Cc1sc(NC(=O)c2cccs2)c(C(N)=O)c1C	-2	-4	-6	0	6	2	4	1.3	i	7
CCCCN1CCc2c(c3ccccc3n2Cc2ccccc2)C1	-5	-1	-1	0	-1	0	1	0.5	i	12
NC(=O)N/N=C/c1ccc(-c2cccc(C(F)(F)F)c2)o1	-8	-2	-5	0	26	-2	-9	1.5	i	-100
CCC(CO)Oc1cc(NCc2ccc(C)cc2)c2ncn(C(C)C)c2c1 (stereo not drawn)	-1	-11	-2	3	14	-1	-4	-0.2	i	4
O=C1CCCCCN1Cc1ccccc1	-2	0	-2	-1	2	4	-1	-1.4	i	10
Cc1ccc(NC(=O)CN(C)C(=O)Cn2nnc(-c3ccccc3C)n2)cc1	6	-1	-3	-5	11	-2	0	-2.1	i	8
COC(CNC(=O)Cn1nc(Cc2ccncc2)c2ccccc2c1=O)OC	-3	-1	5	-2	8	1	-6	-1.6	i	4
C=CCOC(=O)C(C#N)c1nc2ccccc2nc1N1CCN(c2ccccc2OC)CC1 (stereo not drawn)	-8	-10	0	8	19	2	-7	2.2	i	4
COc1ccc(C)cc1S(=O)(=O)N(CC(=O)NC1CCCC1)c1ccc(F)cc1	-6	-1	3	-2	-17	-3	5	0.3	i	3
Cc1nc(CCNC(=O)c2cccs2)cs1	1	1	-5	2	8	-4	7	-1.7	i	16
CC(=O)c1c(C)[nH]c(C(=O)CN2C(=O)NC3(CCCCC3C)C2=O)c1C (stereo not drawn)	0	4	-11	-5	0	-1	2	-0.8	i	-8
Cc1ncc(CN2CCC(N3CCC(C(=O)N4CCCC4)CC3)CC2)s1	-1	2	-7	10	-3	-2	0	-0.3	i	0
O=C(Nc1cccc2ccccc12)c1ccc(OC(=S)N2CCOCC2)cc1	3	-5	-7	-6	11	-1	12	5.0	i	10
COc1ccccc1N1CC(C(=O)OCC(=O)Nc2c(C)cccc2C)CC1=O (stereo not drawn)	-4	-1	-10	1	-1	-1	2	-0.2	i	-3
O=C(OC1CCOC1=O)c1ccc(CO)cc1 (stereo not drawn)	2	-1	10	-5	-5	-2	4	-1.0	i	2
CCOc1cccc(C(c2c(C)n(C)n(-c3ccccc3)c2=O)c2c(C)n(C)n(-c3ccccc3)c2=O)c1OC	2	4	24	11	-8	4	-1	-0.9	i	0
O=C(Nc1ccc(N2CCOCC2)c(Cl)c1)c1ncn[nH]1	1	-2	4	-1	-14	-2	-5	0.5	i	4
O=C(NCc1ccccn1)C1Nc2ccc(OC(F)(F)F)cc2C2C=CCC12 (stereo not drawn)	-2	0	-8	-3	-14	-2	7	-0.5	i	1
O=C(NC1CC1)c1nc2c(nnn2Cc2ccccc2Cl)c(=O)[nH]1	4	2	-6	2	13	1	6	-2.2	i	5
Cc1oc(-c2ccccc2Cl)nc1CN1CCCC1c1ccc(F)cc1 (stereo not drawn)	0	2	47	2	8	-3	-5	-0.7	i	-17
CCCOc1ccc(F)cc1-c1cc(C(=O)NCc2cccc(Cl)c2)[nH]n1	3	-10	·	0	5	-1	-1	3.7	i	0
CCC(C)C(NC(=O)c1ccccc1)C(=O)Nc1ccc(S(=O)(=O)Nc2cc(C)nc(C)n2)cc1 (stereo not drawn)	9	1	5	8	0	-1	7	-0.3	i	-2
COCCN(CCOC)S(=O)(=O)c1ccc(NC(=O)c2cnccn2)cc1	1	1	-2	-1	17	-1	-3	-2.0	i	-1
O=C(NCc1ccc(F)cc1F)[C@@H]1CCCN1C(=O)[C@@H]1CCCN1C(=O)c1cccc2ccccc12	-4	·	·	2	17	·	-2	-1.9	·	-3
C=CCN1C(=O)c2ccc(C(=O)N(CCC)CC(=O)Nc3ccccc3C)cc2C1=O	-18	0	2	-2	-2	-1	0	-0.3	i	0
Cc1nn(-c2ccccc2)c(C)c1C(=O)OCC(=O)NC12CC3CC(CC(C3)C1)C2	0	-2	-7	-6	1	2	-3	1.5	i	0
COC(=O)CN1C(=O)N(c2ccccc2)C(N(O)C(=O)Nc2ccccc2)C1(C)C (stereo not drawn)	-1	-4	3	-3	-1	0	5	-1.1	i	-8
NS(=O)(=O)c1ccc(N2CCCC2=O)c([N+](=O)[O-])c1	-13	2	-7	8	10	4	-7	-1.0	i	-3
CC(C)n1nnnc1SCC(=O)N1CCN(Cc2ccc3c(c2)OCCO3)CC1	3	-3	0	-1	8	-1	4	-1.4	i	2
CC(C)CCNC(=O)C(C)N(C(=O)Cn1nnc(-c2ccc(F)cc2)n1)C1CCCC1 (stereo not drawn)	-1	0	-8	12	-10	3	0	-1.7	i	-76
